Compound activity from PubChem BioAssay.
GLA spleen mod: inhibitors or activators of human alpha-galactosidase in spleen homogenate. P06280. human spleen homogenate, 4MU-alpha-Gal fluorescence, 40 min. 240,000 compounds, 0.008% hits. AID 2107. Potency, µM (top dose mostly 80 µM), for the others: at the highest dose activity change, negative = inhibition, hits mostly inhibitors;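 further: potency means the concentration at half of the fitted maximal effect; 0% = enzyme with vehicle and -100% = no enzyme basal signal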
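Human spleen homogenate (1 ug) was the enzyme source, with 4-methylumbelliferyl-alpha-D-galactopyranoside (1 mM final) in pH 5.0 citrate buffer with 0.01% Tween-20. Compounds were titrated; after 40 min at 37C, NaOH/glycine stop, 4-MU fluorescence read; AC50 from Hill fits.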
CBFb-RUNX1 inh: CBF-beta/RUNX1 interaction disruption. Potency, µM (series often up to 59.8 µM), inactives show at the highest dose activity, negative = inhibition, most hits filed as inhibitors. 230,000 tested, under 10 active. AID 1477. AlphaScreen CBFb-His/RUNX1-biotin binding, biochemical; further: % of control where 0% means no effect
Target sequence (Q01196 whole entry, looked up): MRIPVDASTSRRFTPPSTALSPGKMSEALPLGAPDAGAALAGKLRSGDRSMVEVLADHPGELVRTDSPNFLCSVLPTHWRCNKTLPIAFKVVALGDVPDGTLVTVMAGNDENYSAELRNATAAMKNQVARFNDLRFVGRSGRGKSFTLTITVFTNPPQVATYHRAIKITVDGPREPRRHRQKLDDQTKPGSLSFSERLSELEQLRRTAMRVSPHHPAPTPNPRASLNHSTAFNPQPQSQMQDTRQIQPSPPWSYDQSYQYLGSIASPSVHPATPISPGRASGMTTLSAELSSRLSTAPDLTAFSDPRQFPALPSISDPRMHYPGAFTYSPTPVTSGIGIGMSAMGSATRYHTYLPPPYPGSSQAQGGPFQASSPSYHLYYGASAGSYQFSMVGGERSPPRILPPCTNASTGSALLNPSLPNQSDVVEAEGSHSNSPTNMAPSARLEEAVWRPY
Target sequence (Q13951 whole entry, looked up): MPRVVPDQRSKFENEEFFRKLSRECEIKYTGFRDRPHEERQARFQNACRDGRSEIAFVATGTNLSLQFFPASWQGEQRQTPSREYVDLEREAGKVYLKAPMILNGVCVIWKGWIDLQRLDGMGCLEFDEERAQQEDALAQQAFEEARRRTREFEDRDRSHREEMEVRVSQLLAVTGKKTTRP
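His-tagged CBF-beta and biotinylated RUNX1 (30 nM each) were premixed 20 min at room temperature, exposed to compound for 15 min, then given nickel-chelate and streptavidin AlphaScreen beads (50 ng each). After 90 min, AlphaScreen signal was read.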
NPSR antag: antagonists of human neuropeptide S receptor cAMP signaling; Q6W5P4; CHO-NPSR cells, cAMP TR-FRET, antagonist mode; Potency, µM (series often up to 38.3 µM), inactives show top-dose activity change, negative = inhibition, actives largely listed as inhibitors; 220,000 compounds, 1% hits; AID 1461; further: potency means the concentration at half of the fitted maximal effect; on the % scale 0 is the no-effect control and ±100 the full control effect; nearly all actives have a fitted effect of over 50% in size; many of its hits are not listed in these tables
Target sequence (Q6W5P4 whole entry, looked up): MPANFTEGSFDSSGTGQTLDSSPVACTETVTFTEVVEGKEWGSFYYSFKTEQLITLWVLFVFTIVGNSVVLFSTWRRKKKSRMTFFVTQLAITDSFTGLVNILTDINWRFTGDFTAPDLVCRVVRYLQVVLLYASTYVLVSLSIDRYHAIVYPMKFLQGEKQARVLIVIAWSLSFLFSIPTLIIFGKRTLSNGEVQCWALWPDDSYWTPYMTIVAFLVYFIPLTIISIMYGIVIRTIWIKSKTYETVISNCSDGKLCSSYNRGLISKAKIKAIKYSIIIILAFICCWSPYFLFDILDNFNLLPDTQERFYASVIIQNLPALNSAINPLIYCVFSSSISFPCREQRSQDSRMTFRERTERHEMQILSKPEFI
TexasRed fluor: counter-screen for TRb-SRC2 inhibitors: fluorescence interference | Potency, µM (top dose mostly 106 µM), without a hit: at the highest dose fluorescence change, negative = quenching | TRb/SRC2 Texas Red total fluorescence interference | 280,000 compounds, 0.29% hits; active means well fitted curve in either direction with a large enough effect; inconclusive means small, poorly fitted or top-dose-only effect; further: potency means the concentration at half of the fitted maximal effect; on the % scale 0 is the no-effect control and ±100 the full control effect
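Flags fluorescent or light-absorbing compounds by total fluorescence, S + 2P, at 555 nm excitation and 632 nm emission. Mixture: 20 nM Texas Red SRC2 peptide, 0.6 uM human TRb LBD, 1 uM T3, 5% DMSO; compound exposure 5 h at ambient temperature.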
TRb SRC2 PPI: TRbeta-SRC2 interaction inhibition; P10828; TRbeta-SRC2 peptide binding, fluorescence polarization; receptor liganded with 1 µM T3; Potency, µM (titrated, usually from 106 µM), without a hit: at the top dose activity change, negative = inhibition, actives largely listed as inhibitors; 280,000 compounds, 0.065% hits; AID 1469;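 further: potency means the concentration at half of the fitted maximal effect; plate controls were bound peptide for no effect and peptide without receptor for full effect; nearly all actives have a fitted effect of over 50% in size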
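Human TRb LBD (0.6 uM) plus Texas Red-labeled SRC2 peptide (20 nM), 1uM T3, 5% DMSO, 5 hr at ambient temperature. Decreased polarization (555/632 nm) flags inhibition; data normalized to free and bound peptide controls.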
Epigenetic reg: derepresses silenced GFP reporter in murine cells; AID 1865; 280,000 compounds, 0.2% hits; murine LDR cells, GFP reporter derepression, 30 h; Potency, µM (highest dose often 53.9 µM), without a hit: top-dose GFP activation, hits mostly activators; further: potency means the concentration at half of the fitted maximal effect; % of control where 0% means no effect; nearly all actives have a fitted effect of over 60% in size
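Murine LDR cells bearing a silenced CMV-driven GFP reporter were exposed to compound for 30 h at 37 C. After PBS washes, GFP-positive cells (20-120 um objects) counted by laser-scanning microplate cytometry.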
Tau fluor counter: counter-screen for tau fibril formation inhibitors. 280,000 compounds, 0.93% hits. AID 1463. Potency, µM (top dose mostly 57.7 µM), inactives show at the highest dose activity change, negative = decrease. tau K18 P301L Alexa594 fluorescence, heparin fibrillization; further: potency means the concentration at half of the fitted maximal effect; on the % scale 0 is the no-effect control and ±100 the full control effect; nearly all actives have a fitted effect of over 55% in size
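Human tau K18 P301L (15 uM unlabeled, 0.24 uM Alexa 594-labeled) in 100 mM sodium acetate pH 7 with 20 uM heparin, 6 hr at 37 C. ThT 30 uM added, 1 hr ambient; Alexa 594 FP and total fluorescence read at 555/632 nm.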
Tau fibril FP: tau fibrillization inhibition (FP). P10636. K18 P301L tau heparin fibrillization, Alexa594 FP, 6 h. Potency, µM (doses to about 57.7 µM), without a hit: top-dose activity, negative = inhibition, most hits filed as inhibitors. 280,000 compounds, 0.39% hits. AID 1468; further: potency means the concentration at half of the fitted maximal effect; on the % scale 0 is the no-effect control and ±100 the full control effect; nearly all actives have a fitted effect of over 55% in size
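FP of Alexa 594-tau after heparin (20 uM) induction. Substrate: human K18 P301L, 15 uM unlabeled, 0.24 uM labeled. Buffer 100 mM sodium acetate pH 7. 6 hr, 37 C.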
* hit, by the source's call; ? = inconclusive; . = no result given; & = joins results of further samples; [ ] = another dose, or the depositor's remark. Unless noted, the call rests on the fitted dose curve; in most records, active means well fitted curve in the direction sought with a large enough effect; inconclusive means small, poorly fitted or top-dose-only effect, or another doubt; inactive means no such curve, though single readings can be large; an effect the other way counts as inactive or inconclusive. Only part of the results is shown (hit frequency here may not be typical).

item	molecule	GLA spleen mod	CBFb-RUNX1 inh	NPSR antag	TexasRed fluor
1	CCOC(=O)CCNC(=O)Nc1ccc2nc(C)n(Cc3ccccc3Cl)c(=O)c2c1	10%	-7%	-6%[46.1 µM]	1%
2	COc1ccccc1NC(=O)NC(=O)N(C(C)C)S(C)(=O)=O	1%	-2%	-17%[46.1 µM]	-8%
3	COc1ccc(CN(C(=O)Nc2cc(C)ccc2C)C2CCN(C(C)=O)CC2)cc1	.	.	.	-21%
4	Cc1cc(N2C(=O)C(=O)/C(=C(/O)c3ccccc3)C2c2cccs2)no1 (stereo not given)	-7%	6%	5%[46.1 µM]	3%
5	COc1cc(NC(=O)c2cncc(-c3ccc(C#N)cc3)c2)cc(C(=O)Nc2cccc(C(F)(F)F)c2)c1	6%	-22%	-16%	-9%
6	CCCCC(=O)Nc1ccc(C(=O)Nc2cc(C(F)(F)F)ccc2Cl)cc1	2%	20%	-22%	-5%
7	COc1ccc(C2=NOC(C(=O)Nc3cccnc3)C2)cc1 (stereo not given)	-1%	-4%	-4%[46.1 µM]	-6%
8	COc1ccc2nc(/N=C(\N)NC(=O)Nc3ccccc3)nc(C)c2c1	1%	16%	2%	-1%
9	Cc1ccc(-c2n[nH]c(=O)c3ccccc23)cc1S(=O)(=O)NCCN1CCOCC1	-3%	0%	-1%[46.1 µM]	-1%
10	COc1ccc(NC(=O)COC(=O)[C@@H]2CCCN2C(=O)c2cccs2)c(OC)c1	-2%	-2%	-16%[46.1 µM]	0%
11	CN(C)c1ccc(P(=O)(OC2CCCCC2)C(O)c2ccncc2)cc1 (stereo not given)	-5%	-6%	28%	-3%
12	O=C(C1CCCN(S(=O)(=O)c2cccc3nsnc23)C1)N1CCN(c2ccccc2Cl)CC1 (stereo not given)	.	.	.	-1%
13	CCC(C)NC(=O)C1CCN(S(=O)(=O)c2ccc3c(ccn3CC)c2)CC1 (stereo not given)	.	.	.	-5%
14	CCOC(=O)c1ccc(NC(=O)CNC(=O)C23CC4CC(CC(C4)C2)C3)cc1	-2%	-8%	-10%[46.1 µM]	-1%
15	CCCNc1cc(C)oc(=O)c1C(=O)CCC	-2%	5%	-11%[46.1 µM]	-2%

item	TRb SRC2 PPI	Epigenetic reg	Tau fluor counter	Tau fibril FP
1	-8%	0.0%	?	-3%
2	-1%	2.9%	-23%	?
3	-1%	-1.2%	3%	-7%
4	-1%	0.8%	-3%	1%
5	26%	?	-13%	?
6	-7%	0.0%	-11%	?
7	-3%	4.8%	-3%	-8%
8	-7%	-0.9%	-27%	?
9	2%	-0.4%	10%	1%
10	-7%	-2.1%	-1%	0%
11	2%	2.4%	-16%	?
12	6%	-2.0%	-22%	4%
13	-9%	0.0%	-1%	-2%
14	-4%	0.0%	-4%	0%
15	-1%	-4.6%	-9%	-5%

Additional entries.
item	molecule	GLA spleen mod	CBFb-RUNX1 inh	NPSR antag	TexasRed fluor
16	C/C(=N/NC(=O)c1ccccc1O)c1ccc(N2C(=O)C3CCCCC3C2=O)cc1 (stereo not given)	0%	4%	-9%[46.1 µM]	-3%
17	CC(C)[C@H](NC(=O)c1ccco1)C(=O)OCC(=O)Nc1cccc(F)c1	0%	-2%	-13%	-1%
18	COc1cccc(-c2nn(C)c3sc(C(=O)NCc4ccc(C)o4)cc23)c1	5%	4%	?	-2%
19	COc1ccccc1NC(=O)c1ccc(NC(=O)COC(=O)C2(C)CC2(Cl)Cl)cc1 (stereo not given)	-4%	-19%	-5%	-1%[53 µM]
20	COc1cc2ncc3c(-c4ccccc4)nn(-c4ccc(C)cc4)c3c2cc1OC	.	.	.	0%
21	CCOC(=O)C1=C(O)/C(=C\c2sccc2C)N=C1C	-7%	-10%	-29%	0%
22	O=C(CS(=O)(=O)c1cccc2nsnc12)Nc1ccc(F)cc1	.	.	.	-2%
23	CCCCC(=O)Nc1cccc(-c2cn3ccsc3n2)c1	4%	-1%	-3%[46.1 µM]	2%
24	Cc1cc2c(nc1C)CCCCN2C[C@H](C)O/N=C\[C@@H](C)[C@H](OCc1ccccc1)C(C)C	2%[17.5 µM]	1%[13.1 µM]	.	-4%[11.2 µM]
25	N#CC1=C(Nc2ccc(Br)cc2)CCC1	13%	8%	1%[46.1 µM]	-3%
26	COc1ccc(CCNC(=O)C2CCC(CNS(=O)(=O)c3ccc(C)cc3)CC2)cc1OC (stereo not given)	.	.	.	-5%
27	COc1cc(/C=C2\C(=O)ON=C2c2ccccc2)cc(Cl)c1O	0%	-13%	7.9µM*	3%
28	COc1ccc(C(=O)NNC(=O)c2cccc(F)c2)cc1	6%	4%	-16%	-2%
29	Cc1cc2ncn(S(=O)(=O)N3CCOCC3)c2cc1C	-4%	11%	17%[46.1 µM]	1%
30	O=C1C(C2=NC(C(=O)O)C3C(=O)N(c4ccc(Cl)cc4)C(=O)C23)=C(O)c2ccccc21 (stereo not given)	-22%	4%	-6%[46.1 µM]	-1%

item	TRb SRC2 PPI	Epigenetic reg	Tau fluor counter	Tau fibril FP
16	3%	-2.0%	-9%	3%
17	-1%	0.0%	5%	3%
18	-1%	0.0%	-4%	-4%
19	7%[53 µM]	-1.3%	?	?
20	8%	-3.4%	2%	16%
21	10%	1.9%	7%	-7%
22	0%	0.0%	-10%	-7%
23	-3%	-0.1%	-14%	-4%
24	2%[11.2 µM]	0.0%[10.1 µM]	-6%[11.6 µM]	4%[11.6 µM]
25	1%	2.1%	-28%	-6%
26	-3%	-0.2%	3%	-6%
27	17%	-0.4%	-10%	-6%
28	2%	1.0%	-3%[2.34 µM]	2%[2.34 µM]
29	-18%	-0.1%	-1%	3%
30	-13%	-1.2%	5%	2%

Structures shown so far that contain a furan ring, fused or not (2):
item	molecule	GLA spleen mod	CBFb-RUNX1 inh	NPSR antag	TexasRed fluor
17	CC(C)[C@H](NC(=O)c1ccco1)C(=O)OCC(=O)Nc1cccc(F)c1	0%	-2%	-13%	-1%
18	COc1cccc(-c2nn(C)c3sc(C(=O)NCc4ccc(C)o4)cc23)c1	5%	4%	?	-2%

item	TRb SRC2 PPI	Epigenetic reg	Tau fluor counter	Tau fibril FP
17	-1%	0.0%	5%	3%
18	-1%	0.0%	-4%	-4%

Continuation.
item	molecule	GLA spleen mod	CBFb-RUNX1 inh	NPSR antag	TexasRed fluor
31	Clc1ccc(Cc2noc(Cc3ccccc3)n2)cc1Cl	4%	?	5%[46.1 µM]	0%
32	CCCOc1ccc(Cl)cc1CN1CCOCC1	7%	3%	0%[46.1 µM]	1%
33	Cc1nn(-c2ccccc2)c(C)c1C(=O)NNC(=O)C(F)(F)F	-5%	7%	-3%	-2%
34	Cc1ccc(N2C(=O)CC(N(CCc3ccccc3)C(=S)Nc3ccc(N(C)C)cc3)C2=O)cc1 (stereo not given)	4%	-30%	-29%[46.1 µM]	-2%
35	CC1(C)CC(=O)C/C(=N\NC(=O)c2cccs2)C1	8%	2%	16%	2%
36	CSc1nc(C)cc(NC(N)=O)n1	2%	0%	17%[46.1 µM]	0%
37	CCOC(=O)C1(Cc2ccccc2)CCCN(CCCn2cccn2)C1 (stereo not given)	3%	3%	2%	0%[53 µM]
38	COc1ccccc1C(=O)Nc1nc2nc(-c3ccccc3)cc(=O)n2[nH]1	?	-5%	-7%[46.1 µM]	0%&-9%
39	Cc1sc2nc(C(C)C)nc(SCC(=O)N3c4ccccc4CC3C)c2c1C (stereo not given)	0%	11%	?	-1%
40	CCOC(=O)c1cc(-c2ccccc2)n(CCCC(=O)Nc2cc(C)ccc2OC)c1C	.	.	.	0%
41	COc1ccc(Nc2nc3ccc(Cl)cc3nc2-n2nc(C)cc2C)cc1	.	.	.	-1%
42	Cc1cc(/C=C(/C#N)c2nc3ccccc3[nH]2)c(C)n1-c1cccc([N+](=O)[O-])c1	2%	-14%	14%[46.1 µM]	-4%
43	O=C(NC1CC1)c1ccc(S(=O)(=O)NC2CCCCCC2)cc1	0%	-7%	13%[46.1 µM]	-6%
44	CC(C)(C)c1cc(=O)n(-c2ccccc2)[nH]1	-6%	4%	1%	-3%
45	Cc1ccc(C(=O)NCCc2nc3ccccc3[nH]2)cc1[N+](=O)[O-]	-1%	3%	-1%	-28%

item	TRb SRC2 PPI	Epigenetic reg	Tau fluor counter	Tau fibril FP
31	-13%	-0.8%	-13%	1%
32	-5%	2.1%	4%	3%
33	9%	0.4%	-6%	-10%
34	3%	-0.1%	?	4%
35	-12%	-1.8%	1%	7%
36	-8%	-1.0%	5%	-3%
37	6%[53 µM]	0.1%	13%	11%
38	2%&-3%	-2.9%&7.7%	6%&0%	?
39	4%	0.9%	-15%	-7%
40	-7%	-1.1%	-18%	7%
41	-1%	6.2%	-21%	0%
42	-1%	-0.3%	?	11%
43	-4%	-0.4%	1%	-4%
44	-4%	1.3%	-21%	?
45	12%	-1.1%	-6%	-5%

(list continues)
item	molecule	GLA spleen mod	CBFb-RUNX1 inh	NPSR antag	TexasRed fluor
46	Cc1ccc(-n2c3c(cc(C(=O)Nc4ccccc4C(N)=O)c2=O)C(=O)CC(C)(C)C3)cc1	.	.	.	-2%
47	[O-]/[N+](=C\c1ccncc1)c1ccccc1	-5%	3%	-8%[46.1 µM]	-2%
48	Cc1cc(C(N)=O)nn1-c1c(Cl)cc(Cl)cc1Cl	0%	-7%	-19%	-3%
49	CCN(CC)C(=O)CSc1ncnc2sc(C)c(C)c12	2%	13%	15%	1%

item	TRb SRC2 PPI	Epigenetic reg	Tau fluor counter	Tau fibril FP
46	1%	0.0%	?	4%
47	-13%	-1.0%	-11%	?
48	0%	1.2%	-7%	5%
49	-6%	-0.6%	-15%	-12%
